Source: PubChem BioAssay
NR2E3 ag-1 – activates human photoreceptor nuclear receptor NR2E3; Q9Y5X4; GST-NR2E3/biotin-RetCOR TR-FRET, 1536-well; inhibition of corepressor binding, % at 4.78 µM; 320,000 tested, 0.12% active; AID 2300;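 active = percent inhibition above the cutoff of mean plus 3 SD of all tested compounds, set per screening campaign, cut at about 20% in these data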;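 note: 0% = DMSO wells and 100% = biotin wells as full block of FRET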
Target sequence (Q9Y5X4 whole entry, looked up): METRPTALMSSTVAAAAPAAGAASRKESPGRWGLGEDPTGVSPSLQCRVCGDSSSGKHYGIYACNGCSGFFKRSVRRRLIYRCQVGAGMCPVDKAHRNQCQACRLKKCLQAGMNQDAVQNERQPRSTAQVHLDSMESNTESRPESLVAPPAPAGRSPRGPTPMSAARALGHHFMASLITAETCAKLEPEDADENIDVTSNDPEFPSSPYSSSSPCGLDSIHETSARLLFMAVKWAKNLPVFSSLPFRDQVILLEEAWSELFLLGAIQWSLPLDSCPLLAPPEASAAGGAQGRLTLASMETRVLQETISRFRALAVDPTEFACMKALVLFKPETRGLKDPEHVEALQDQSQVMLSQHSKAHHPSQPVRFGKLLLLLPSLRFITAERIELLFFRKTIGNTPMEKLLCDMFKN
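Test system: GST-NR2E3 and biotin-RetCOR proteins | Quantity: 1.35 nM GST-tagged NR2E3 final | Medium: Tris pH 7.5 | Also added: 7 nM biotin-RetCOR | Dosing: Compound at 4.8 µM, single dose | Timing: 5 h at 4 °C | Detection: Time-resolved FRET | Read-out basis: Percent inhibition | Benchmarks: Biotin wells as high control, 0.6% DMSO wells as low control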
Shn3 inh set2 – inhibitors of Schnurri-3 3'UTR reporter in osteoblasts; Clone20 osteoblast Shn3 3'UTR firefly luciferase, 24 h; inhibition, % at 12.5 µM; 360,000 tested, 0.52% active; AID 588674;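 active = mean inhibition of at least 75% with every replicate also reaching 75%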;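 note: 0% = median of neutral control wells and 100% = pilot-screen positive control compound; some compounds past the cut are filed as inactive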
iPSC survival up – enhancers of human iPSC single-cell survival; AID 602274; survival enhancement, % at 20 µM; hiPSC single-cell survival, ATPlite luminescence; 100% = ROCK inhibitor wells, 0% = DMSO; 360,000 tested, 0.044% active; in the data active = survival enhancement above about 18%;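 note: cells exposed to compounds for 16 hours before the ATP read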
CF NFkB inh – cystic fibrosis NF-kB activation inhibition; KKLEB NF-kB-GFP reporter, PAF-induced, GFP fluorescence overnight; inhibition, % at 5 µM; 360,000 tested, 0.86% active;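 active = at least 50% inhibition at 5 µM, scaled per plate between neutral and stimulator controls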;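 note: PAF is a Pseudomonas aeruginosa culture filtrate used as stimulus; plate controls were PAF-stimulated DMSO wells for no effect and unstimulated DMSO wells for full effect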
Peg3 prom inh – Peg3 promoter activity inhibition | HeLa PEG-Prom luciferase reporter, luminescence, overnight | inhibition, % at 20 µM | 360,000 tested, 1.7% active | AID 588405;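 active = inhibition of at least 50% at 20 µM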
TRPM1 prom inh – MITF TRPM1 promoter inhibition in SK-MEL-5 cells. SK-MEL-5 TRPM1 promoter luciferase, 24 h. inhibition, % at 12.5 µM. 330,000 tested, 0.83% active. AID 488899;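 active = mean inhibition across replicates of 60% or more, whatever share of single replicates reaches that level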; note: values of inactives mirror those of a sister screen read the other way
KKLEB cytotox – reduces viability of KKLEB cystic fibrosis airway cells; KKLEB CF airway cells viability, ATPlite luminescence, overnight; active compounds read low; cells stimulated with P. aeruginosa culture filtrate; activity change (cytotoxicity), % at 5 µM; 360,000 tested, 0.36% active;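 active = corrected activity change at or below -50% at 5 µM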
EBV LMP1 NFkB – reduces LMP1-driven NF-kappaB luciferase signal; LMP1-induced NF-kappaB luciferase reporter cells, luminescence; inhibition, % at 12.5 µM; AID 504558; 350,000 tested, 0.69% active; in the data active = inhibition above about 41%;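 note: 0% = neutral control wells and 100% = reference inhibitor control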
NR2E3 ag-2 – agonists of human NR2E3 nuclear receptor; AID 602229; CHO-S Gal4-NCOR/VP16-NR2E3 two-hybrid, luciferase; 360,000 tested, 0.35% active; inhibition of corepressor binding, % at 3.98 µM; Q9Y5X4;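 active = inhibition above the mean of all tested compounds plus 3 SD, cut at about 70% in these data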;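 note: 0% = DMSO with NR2E3 transfected cells and 100% = cells lacking NR2E3 construct; higher means lower luciferase signal from less NR2E3 corepressor binding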
HIF-2a block – inhibitors of HIF-2a | 786-0 RCC cells HIF-2a reporter, luciferase luminescence, overnight | inhibition, % at 18.8 µM | 360,000 tested, 0.72% active;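 active = inhibition of the luminescence signal of 40% or more relative to plate controls, in a single-dose primary screen at 18.75 µM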
C8 TRAIL sens – sensitizes caspase-8 expressing cells to TRAIL; inhibition (viability loss, TRAIL sensitization), % at 10 µM; NB7+C8 cells + TRAIL, ATPlite viability luminescence; 360,000 tested, 1% active;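 active = compounds causing at least 50% loss of cell viability in the single-dose screen, relative to plate controls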
* = called active by the depositor; · = not tested or not shown. These rows are one share of the data, so the mix of outcomes need not match the whole.

Sample of the layout:
mol,NR2E3 ag-1,Shn3 inh set2,iPSC survival up,CF NFkB inh,Peg3 prom inh,TRPM1 prom inh,KKLEB cytotox,EBV LMP1 NFkB,NR2E3 ag-2,HIF-2a block,C8 TRAIL sens
N#Cc1cc(-c2ccc(Cl)cc2)cn(Cc2c(Cl)cccc2Cl)c1=O,-3,-10,-2.3,8,11,-23,-23,6,-11,-2,5
CC(CCc1ccco1)NC(=O)c1cc2c(-c3ccccc3F)nn(C)c2s1 (configuration not stated),0,15,0.2,19,27,-4,-3,-9,-12,7,5
CN(C)c1oc(-c2ccccc2Cl)nc1P(=O)(c1ccccc1)c1ccccc1,2,14,0.1,17,34,0,-18,-2,21,15,3
O=C(COc1ccc(Cl)cc1)Nc1ccc(Cc2ccncc2)cc1,5,18,-0.9,1,-3,0,-5,16,-11,12,4
Cc1cc(C)c(C2C3=C(Nc4c2c(C)nn4-c2ccccn2)c2ccccc2C3=O)c(C)c1 (configuration not stated),-3,29,0.6,10,3,18,-7,-4,-5,18,12
CCOC(=O)c1ccc(N2C(=O)CC(N(Cc3ccc4c(c3)OCO4)C(=O)Nc3ccccc3)C2=O)cc1 (configuration not stated),-1,-14,5.4,-12,2,-8,5,-31,-37,-25,23
CC12CCC(C(=O)NCc3ccccc3Cl)(OC1=O)C2(C)C (configuration not stated),-1,·,-0.7,8,11,5,8,3,5,12,-18
COCCNC(=O)CN1C(=O)/C(=C/c2ccccc2)Oc2ccc(C(C)(C)C)cc21,0,-15,-0.7,2,18,-4,13,0,-12,12,1
Cc1ccc(CNC(=O)CCCc2cn(C)c3ccccc23)cc1,0,-4,-0.4,17,-5,-5,-2,8,-33,7,-14

All compounds of this part, from the first entry:
mol,NR2E3 ag-1,Shn3 inh set2,iPSC survival up,CF NFkB inh,Peg3 prom inh,TRPM1 prom inh,KKLEB cytotox,EBV LMP1 NFkB,NR2E3 ag-2,HIF-2a block,C8 TRAIL sens
N#Cc1cc(-c2ccc(Cl)cc2)cn(Cc2c(Cl)cccc2Cl)c1=O,-3,-10,-2.3,8,11,-23,-23,6,-11,-2,5
CC(CCc1ccco1)NC(=O)c1cc2c(-c3ccccc3F)nn(C)c2s1 (configuration not stated),0,15,0.2,19,27,-4,-3,-9,-12,7,5
CN(C)c1oc(-c2ccccc2Cl)nc1P(=O)(c1ccccc1)c1ccccc1,2,14,0.1,17,34,0,-18,-2,21,15,3
O=C(COc1ccc(Cl)cc1)Nc1ccc(Cc2ccncc2)cc1,5,18,-0.9,1,-3,0,-5,16,-11,12,4
Cc1cc(C)c(C2C3=C(Nc4c2c(C)nn4-c2ccccn2)c2ccccc2C3=O)c(C)c1 (configuration not stated),-3,29,0.6,10,3,18,-7,-4,-5,18,12
CCOC(=O)c1ccc(N2C(=O)CC(N(Cc3ccc4c(c3)OCO4)C(=O)Nc3ccccc3)C2=O)cc1 (configuration not stated),-1,-14,5.4,-12,2,-8,5,-31,-37,-25,23
CC12CCC(C(=O)NCc3ccccc3Cl)(OC1=O)C2(C)C (configuration not stated),-1,·,-0.7,8,11,5,8,3,5,12,-18
COCCNC(=O)CN1C(=O)/C(=C/c2ccccc2)Oc2ccc(C(C)(C)C)cc21,0,-15,-0.7,2,18,-4,13,0,-12,12,1
Cc1ccc(CNC(=O)CCCc2cn(C)c3ccccc23)cc1,0,-4,-0.4,17,-5,-5,-2,8,-33,7,-14
CCN(C(=O)CSc1nnnn1-c1cc(C)ccc1OC)C1CCS(=O)(=O)C1 (configuration not stated),2,6,-1.8,-12,11,8,6,7,-20,11,-2
Cc1ccccc1OCC(=O)Nc1ccc2c(c1)COC2=O,1,-12,2.1,-16,-37,-7,0,3,11,-44,-16
O=C1C2C3C=CC([C@@H]2C(=O)N1Cc1cccnc1)C31CC1 (some centres not stated),3,0,1.6,-16,1,4,10,-2,-13,7,0
Cc1nnc(SC(C(=O)Nc2ccc(Cl)c([N+](=O)[O-])c2)c2ccccc2)[nH]c1=O (configuration not stated),-1,-8,0.1,-2,0,-10,-4,-1,-10,2,-8
O=C(Cc1cccc(NC(=O)C2CCN(C(=O)CCc3ccccc3)CC2)c1)Nc1cccc(C(=O)N2CCCCC2)c1,·,11,-4.0,2,4,-1,-3,-3,10,-4,2
COc1ccc(O)c(C(=O)c2cnc3onc(C)c3c2)c1,0,-40,-1.3,-10,3,3,3,-8,-19,-41,-9
CN(C)/C=C1\SC(=S)N(c2ccc(F)cc2)C1=O,3,-11,0.3,16,-31,-10,-4,-10,14,-61,-18
Nc1cc(Cl)ccc1N1CCCCC1,2,-7,-0.7,-3,2,0,-20,-3,-13,14,0
O=c1oc2ccccc2cc1-c1csc(NN=C2CCCCC2)n1,3,-81,-0.2,-1,-144,-68,-4,-20,-38,-188,11
CC[C@@]1(C(=O)OC)N[C@H](CN(C)C(=O)Nc2ccccc2)[C@@H]2C(=O)N(Cc3ccccc3)C(=O)[C@@H]21,·,-13,-1.6,19,-12,0,-7,-4,-23,1,-14
S=C(NCCCN1CCOCC1)Nc1ccc(Cl)c(Cl)c1,0,-7,-1.0,3,8,13,0,2,-27,8,0
CC1CC(=O)c2cc(-c3ccccc3)oc2C1 (configuration not stated),·,-3,-1.0,0,-240,·,-3,-10,-79,-195,1
COc1ccc(C2CC(=O)c3cnn(-c4nc(C)cc(C)n4)c3C2)cc1OC (configuration not stated),-1,78,0.7,-4,14,4,-16,6,-11,26,-15
